From PubChem
Tb PFK inh – blocks T. brucei phosphofructokinase | O15648 | T. brucei PFK, ADP-Glo luminescence | Potency, µM (titrated, usually from 57.5 µM), for the others: at the highest dose activity, negative = inhibition, usual class: inhibitors | actives 0.17% (n = 330,000);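 also: potency is read from the fitted curve at half-maximal effect; 0% = uninhibited 1x PFK enzyme wells and -100% = no-enzyme wells; nearly all actives have a fitted effect of over 60% in size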
Target sequence (O15648 whole entry, looked up): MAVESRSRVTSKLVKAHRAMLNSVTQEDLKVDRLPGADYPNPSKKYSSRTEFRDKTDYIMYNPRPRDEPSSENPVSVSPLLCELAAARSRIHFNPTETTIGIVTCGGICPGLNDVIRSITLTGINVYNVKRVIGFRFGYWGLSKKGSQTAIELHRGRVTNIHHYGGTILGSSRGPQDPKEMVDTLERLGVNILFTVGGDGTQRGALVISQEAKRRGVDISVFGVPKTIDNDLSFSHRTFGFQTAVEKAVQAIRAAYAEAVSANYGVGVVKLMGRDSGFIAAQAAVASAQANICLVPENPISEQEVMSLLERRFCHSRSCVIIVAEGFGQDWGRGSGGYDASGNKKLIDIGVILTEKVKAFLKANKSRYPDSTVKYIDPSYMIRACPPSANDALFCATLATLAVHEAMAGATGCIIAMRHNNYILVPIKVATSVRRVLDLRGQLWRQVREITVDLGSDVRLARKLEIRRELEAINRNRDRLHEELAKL
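ADP-Glo luminescence quantified ADP after 45 min at room temperature, with 1.25 nM T. brucei PFK, 0.1 mM ATP and 0.5 mM fructose-6-phosphate in pH 8.0 TEA buffer. qHTS titrations up to 57 µM; curves classified by quality.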
Eya2 inh – blocks the phosphatase activity of human Eya2; O00167; recombinant Eya2, OMFP fluorescence dephosphorylation (OMFP is methylfluorescein phosphate); Potency, µM (titrated, usually from 76.9 µM), without a hit: top-dose activity, negative = inhibition, actives largely listed as inhibitors; actives 0.006% (n = 330,000); also: potency is read from the fitted curve at half-maximal effect; % is scaled to controls: 0 for no effect and ±100 for the full control effect
Target sequence (O00167 whole entry, looked up): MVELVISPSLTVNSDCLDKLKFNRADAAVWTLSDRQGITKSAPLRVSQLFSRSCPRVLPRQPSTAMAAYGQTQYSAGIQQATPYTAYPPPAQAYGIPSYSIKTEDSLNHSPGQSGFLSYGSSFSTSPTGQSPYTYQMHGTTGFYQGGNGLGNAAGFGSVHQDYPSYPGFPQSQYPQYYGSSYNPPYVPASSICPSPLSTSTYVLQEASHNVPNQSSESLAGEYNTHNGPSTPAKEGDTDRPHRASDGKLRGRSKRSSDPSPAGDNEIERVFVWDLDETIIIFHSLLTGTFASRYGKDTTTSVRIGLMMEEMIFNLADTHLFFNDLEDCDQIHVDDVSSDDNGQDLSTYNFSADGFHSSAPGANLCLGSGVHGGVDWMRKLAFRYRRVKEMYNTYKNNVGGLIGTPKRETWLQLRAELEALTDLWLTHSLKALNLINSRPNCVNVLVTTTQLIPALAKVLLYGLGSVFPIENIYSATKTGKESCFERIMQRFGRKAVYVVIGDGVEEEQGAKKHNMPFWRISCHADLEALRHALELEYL
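Eya2 protein (added as 0.2 uM solution) was preincubated with compound for 10 min at ambient temperature in 50 mM HEPES pH 7.5, 50 mM NaCl, 5 uM MgCl2, 0.05% BSA, 1 mM DTT. OMFP (added at 50 uM) then reacted 10 min; fluorescence read at 485/525 nm.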
uPA generation – blocks generation of uPA at the cell surface. cell surface uPA generation assay, qHTS. Potency, µM (doses to about 38.3 µM), inactives show at the highest dose activity change, negative = inhibition, hits mostly inhibitors. actives 0.31% (n = 330,000). AID 540303; active = well fitted inhibition curve with a large enough effect; inconclusive = small, poorly fitted or top-dose-only effect; inactive = no such curve, though single readings can be large or run the other way; tested in mouse RAW 264.7 cells; also: potency is read from the fitted curve at half-maximal effect; % is scaled to controls: 0 for no effect and ±100 for the full control effect; nearly all actives have a fitted effect of over 55% in size
TCR activator – activators of T cell receptors. primary human leukocytes, anti-CD3, IL-2 HTRF, 48 h. Potency, µM (top dose mostly 9.22 µM), without a hit: at the top dose activation of IL-2 secretion, usual class: activators. 330,000 tested, under 10 active. AID 504894; also: % of control where 0% means no effect
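Primary human leukocytes receive a-CD3 beads and test compound and are incubated 48 hr. Secreted IL-2 is then assayed by HTRF, measuring 665nm acceptor emission after 320nm excitation of the europium donor.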
B2AR arrestin – beta2AR (human) beta-arrestin recruitment activity; P07550; Potency, µM (highest dose often 46.1 µM), for the others: at the highest dose activation, hits mostly activators; actives 0.02% (n = 330,000); AID 492947; beta-arrestin recruitment to beta2AR, cell-based reporter;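 also: potency is read from the fitted curve at half-maximal effect; 0% = DMSO controls and full agonism = EC100 isoproterenol or metaproterenol; nearly all actives have a fitted effect of over 65% in size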
PTAP TSG101 blk – blocks PTAP/TSG101 interaction to inhibit HIV-1 budding | AID 493005 | Fluorescence polarization, FITC-PTAP peptide / Tsg101 binding | 340,000 tested, under 10 active | Potency, µM (doses to about 115 µM), for the others: at the highest dose activity change, negative = inhibition, hits mostly inhibitors; active = well fitted inhibition curve with a large enough effect in the main read-out, with a control signal flat, not every such curve was filed as active; inconclusive = small, poorly fitted or top-dose-only effect, or effect the other way, or a change in a side signal; inactive = no such curve, though single readings can be large or run the other way; also: potency is read from the fitted curve at half-maximal effect; % of control where 0% means no effect
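Fluorescence polarization binding of Tsg101 binding domain (10 uM final) to FITC-labeled PTAP peptide (50 nM final) in HEPES pH 7.5 buffer with NaCl, Tween 20, EDTA, TCEP. Compounds added before peptide; binding 20 min at RT.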
ELG1 DNA repair – inhibitors of ELG1-dependent DNA repair in HEK293T cells. HEK293T ELG1-luciferase reporter, luminescence, 16 h; DNA damage induced by 5-fluorouridine. Potency, µM (series often up to 46.1 µM), for the others: at the top dose activity change, negative = inhibition, usual class: inhibitors. actives 2.3% (n = 330,000); also: potency is read from the fitted curve at half-maximal effect; % is scaled to controls: 0 for no effect and ±100 for the full control effect; nearly all actives have a fitted effect of over 55% in size
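Step one: seed 2,000 cells per well. Step two: pin-transfer compound or DMSO alongside 5-fluorouridine. Step three: incubate 16 hr, 37 °C, 5% CO2. Step four: add ONE-Glo, wait 30 min, read luminescence.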
Mito fusion yeast – mitochondrial division inhibition or fusion activation. S. cerevisiae fusion-defective mutant growth rescue, CellTiterGlo 48 h. Potency, µM (titrated, usually from 46.1 µM), for the others: at the top dose growth rescue (activation), most hits filed as activators. actives 0.23% (n = 320,000). AID 485298;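 also: potency is read from the fitted curve at half-maximal effect; % of control where 0% means no effect; nearly all actives have a fitted effect of over 45% in size; temperature-sensitive fusion mutants such as fzo1-1 at 37 °C on non-fermentable ethanol glycerol medium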
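Compounds are tested for their ability to restore growth of mitochondrial fusion-defective yeast strains at non-permissive 37C in YPEG medium over 48 hours. Viability is quantified by luciferase luminescence.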
TSHR antag – antagonists of human thyroid stimulating hormone receptor. P16473. TSHR-expressing cells, TSH-stimulated cAMP HTRF, 2 h; hits give low values. activity change, negative = inhibition, % at 11.5 µM. actives 0.2% (n = 330,000). AID 504810;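 active = activity change below a set negative limit, meaning inhibition stronger than a set level, cut at about -70% in these data; inconclusive = activity change between two set negative limits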; also: % is scaled to controls: 0 for no effect and ±100 for the full control effect
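Read-out is FRET at 665 nm (cryptate excitation 337 nm) from a cryptate-tagged anti-cAMP antibody, competed by cell cAMP against cAMP-d2. Compounds are tested on freshly harvested TSHR cells challenged with 4nM TSH (EC80) for 2 hours at 37 deg C.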
USP2a inh – USP2a (human) protease inhibition | USP2 core, Ub-CHOP2 coupled fluorogenic reporter, 485/531 | AID 463254 | Potency, µM (doses to about 38.3 µM), for inactives: top-dose activity change, negative = inhibition, most hits filed as inhibitors | actives 0.01% (n = 330,000) | O75604;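 also: potency is read from the fitted curve at half-maximal effect; plate controls were DMSO wells for no effect and full inhibition by NEM control for full effect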
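Cell-free coupled assay: 10nM USP2 core preincubated 30min RT with compound in Tris-HCl pH 8.0/CaCl2/CHAPS buffer, then 25nM Ub-CHOP2 and 25nM reporter substrate; fluorescence (Ex 485/Em 531) read after 60min RT, normalized to NEM inhibition, concentration-response curves fitted.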
Chronic BCR inh – chronic active BCR signaling inhibition | AID 493014 | actives 0.05% (n = 340,000) | Potency, µM (series often up to 46.1 µM), inactives show at the highest dose ratio change, negative = lower green/red ratio, hits mostly inhibitors | ABC-DLBCL IkBa-CBG/CBR reporter, luminescence ratio, 4 h; active = well fitted inhibition curve with a large enough effect in the signal ratio, with a control signal flat, not every such curve was filed as active; inconclusive = small, poorly fitted or top-dose-only effect, or effect the other way, or a change in a side signal; the % refers to the signal ratio;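 also: potency is read from the fitted curve at half-maximal effect; plate controls were basal doxycycline-induced cells for no effect and cells given 10 µM MG132 for full effect; MG132 reads +100%, hits lower the ratio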
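Doxycycline induced both beetle luciferases in TMD8 lymphoma cells; IKK-driven degradation limits the IkappaBalpha-fused green signal, while red luminescence normalises for cell number and nonspecific effects. Compounds tested up to 46 uM, 4 hrs.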
* marks the source's active call; other numbers are inactive results; [ ] = dose if it differs, or a comment. Unless noted, calls follow the shape of the dose curve; as a rule, active = well fitted curve in the direction sought with a large enough effect; inconclusive = small, poorly fitted or top-dose-only effect, or another doubt; inactive = no such curve, though single readings can be large; an effect the other way counts as inactive or inconclusive.

Screening CC1c2cc3c(cc2CCN1C(=O)c1cccc(F)c1)OCCCO3 (configuration not stated) returned Tb PFK inh -3%, Eya2 inh 3%, uPA generation -29%, TCR activator 14%, B2AR arrestin 0.0%, PTAP TSG101 blk -1%, ELG1 DNA repair -23%, Mito fusion yeast 3%, TSHR antag -9, USP2a inh -1% and Chronic BCR inh inconclusive.
Cc1ccc(C)c(C(=O)N(Cc2nc(-c3ccc(Cl)cc3)no2)C(C)C)c1 was read as Tb PFK inh -2%, Eya2 inh -6%, uPA generation -19%, TCR activator 3%, B2AR arrestin 0.0%, PTAP TSG101 blk -8%, ELG1 DNA repair 21µM*, Mito fusion yeast inconclusive, TSHR antag -22, USP2a inh -12% and Chronic BCR inh inconclusive.
For Cc1nc2sc(C(c3ccc(F)cc3)N3CCOCC3)c(O)n2n1 (configuration not stated) the results were Tb PFK inh -1%, Eya2 inh -11%, uPA generation -1%, TCR activator -13%, B2AR arrestin -0.9%, PTAP TSG101 blk -3%, ELG1 DNA repair -1%, Mito fusion yeast -1%, TSHR antag 0, USP2a inh -1% and Chronic BCR inh 1%.
For COc1ccc(C(=O)N/N=C\c2ccc(OC)c(COc3ccccc3Br)c2)c(OC)c1 the results were Tb PFK inh -5%, Eya2 inh -11%, uPA generation -19%, TCR activator 1%, B2AR arrestin 0.1%, PTAP TSG101 blk -6%, ELG1 DNA repair 8.2µM*, Mito fusion yeast 3%, TSHR antag -10, USP2a inh 1% and Chronic BCR inh inconclusive.
Cc1cc(C(=O)Nc2ccc(Br)cc2F)n(-c2ccccc2)n1 was read as Tb PFK inh 4%, Eya2 inh -2%, uPA generation 0%, TCR activator -1%, B2AR arrestin -0.5%, PTAP TSG101 blk -5%, ELG1 DNA repair 7%, Mito fusion yeast -15%, TSHR antag -9, USP2a inh 6% and Chronic BCR inh 1%.
For Cc1cc(N/N=C\c2ccccc2)nc(-c2ccccc2O)n1 the results were Tb PFK inh -3%, Eya2 inh -5%, uPA generation 5%, TCR activator 11%[46.1 µM], B2AR arrestin -0.2%, PTAP TSG101 blk -4%, ELG1 DNA repair inconclusive, Mito fusion yeast 7%, TSHR antag -12, USP2a inh -9% and Chronic BCR inh inconclusive.
COCc1cc(N2CCN(c3ccccc3F)CC2)nc(-c2ccccc2)n1 was read as Tb PFK inh 0%, Eya2 inh -4%, uPA generation 2%, TCR activator -8%, B2AR arrestin 0.2%, PTAP TSG101 blk -2%, ELG1 DNA repair inconclusive, Mito fusion yeast 0%, TSHR antag -15, USP2a inh -1% and Chronic BCR inh 4%.
`CC(Sc1nnnn1-c1ccccc1)C(=O)Nc1ccc(Cl)cn1` (configuration not stated) gave Tb PFK inh -3%, Eya2 inh -13%, uPA generation 1%, TCR activator -2%, B2AR arrestin -0.6%, PTAP TSG101 blk -5%, ELG1 DNA repair inconclusive, Mito fusion yeast -3%, TSHR antag -3, USP2a inh -1% and Chronic BCR inh inconclusive.
`O=S(=O)(c1ccc(Cl)cc1)N1CCN=C1SCc1cccc(Cl)c1` gave Tb PFK inh -1%, Eya2 inh 2%, uPA generation -2%, TCR activator 4%[46.1 µM], B2AR arrestin -0.5%, PTAP TSG101 blk -5%, ELG1 DNA repair 3%, Mito fusion yeast 23%, TSHR antag -5, USP2a inh 0% and Chronic BCR inh -11%.
COc1ccc2[nH]c(C)c(C(=O)CN3CCOCC3)c2c1 was read as Tb PFK inh -3%, Eya2 inh -3%, uPA generation 10%, TCR activator -4%, B2AR arrestin -0.7%, PTAP TSG101 blk -3%, ELG1 DNA repair 6%, Mito fusion yeast -2%, TSHR antag 11, USP2a inh -2% and Chronic BCR inh -13%.
For CC(=O)Nc1ccc(NC(=O)CSc2nnc(-c3cc4ccccc4o3)n2C)cc1 the results were Tb PFK inh 4%, Eya2 inh 3%, uPA generation 0%, TCR activator -1%, B2AR arrestin -0.1%, PTAP TSG101 blk -2%, ELG1 DNA repair 15%, Mito fusion yeast -4%, TSHR antag -2, USP2a inh 3% and Chronic BCR inh -1%.
Cc1cc(OC(=O)c2ccc(Cl)cc2Cl)nc(C)n1 was read as Tb PFK inh 0%, Eya2 inh 9%, uPA generation 2%, TCR activator 3%, B2AR arrestin -0.3%, PTAP TSG101 blk -6%, ELG1 DNA repair inconclusive, Mito fusion yeast 1%, TSHR antag 17, USP2a inh 1% and Chronic BCR inh -2%.
O=C(Cn1nnc2ccccc2c1=O)NCc1ccc(Cl)cc1 was read as Tb PFK inh -1%, Eya2 inh 3%, TCR activator 1%, B2AR arrestin 0.0%, PTAP TSG101 blk -9%, ELG1 DNA repair 11%, Mito fusion yeast -3%, TSHR antag 1, USP2a inh 2% and Chronic BCR inh 5%.
Screening CCc1ccc(C(=O)Nc2cc3c(cc2Cl)OCCCO3)cc1 returned Tb PFK inh 0%, Eya2 inh -5%, uPA generation 2%, TCR activator 8%, B2AR arrestin -0.2%, PTAP TSG101 blk -3%, ELG1 DNA repair inconclusive, Mito fusion yeast 6%, TSHR antag -11, USP2a inh -1% and Chronic BCR inh inconclusive.
`O=C(CSc1ncn[nH]1)c1ccc2c(c1)OCCO2` gave Tb PFK inh -9%, Eya2 inh -2%, TCR activator 3%, B2AR arrestin 0.1%, PTAP TSG101 blk 0%, ELG1 DNA repair inconclusive, Mito fusion yeast -8%, TSHR antag -1, USP2a inh 3% and Chronic BCR inh -10%.
Cc1[nH]n(C(N)=S)c(=O)c1N=Nc1ccc(Cl)cc1Cl was read as Tb PFK inh 10%, Eya2 inh 0%, uPA generation 2%, TCR activator 0%, B2AR arrestin 0.0%, PTAP TSG101 blk -9%, ELG1 DNA repair inconclusive, Mito fusion yeast 23%, TSHR antag -19, USP2a inh -1% and Chronic BCR inh 8%.
`CCOc1ccc(/C=N/NC(=O)c2ccc(CSc3nc4ccccc4[nH]3)cc2)cc1` gave Tb PFK inh -5%, Eya2 inh 1%, uPA generation inconclusive, TCR activator -9%[46.1 µM], B2AR arrestin -0.6%, PTAP TSG101 blk 0%, ELG1 DNA repair -9%, Mito fusion yeast -3%, TSHR antag 33, USP2a inh -2% and Chronic BCR inh 12%.
CC(C)CC[n+]1ccn(-c2nc3ccccc3nc2[N-]S(=O)(=O)c2ccccc2)c1 was read as Tb PFK inh -6%, Eya2 inh 7%, uPA generation -7%, TCR activator -2%, B2AR arrestin -0.8%, PTAP TSG101 blk -1%, ELG1 DNA repair 6%, Mito fusion yeast -2%, TSHR antag 20, USP2a inh 1% and Chronic BCR inh 2%.
`O=C(N/N=C/c1cccc(O)c1)c1ccc(COc2ccc3c(c2)CCC3)o1` gave Tb PFK inh -1%, Eya2 inh -19%, uPA generation 10%, TCR activator 3%, B2AR arrestin 0.0%, PTAP TSG101 blk 1%, ELG1 DNA repair 18%, Mito fusion yeast -2%, TSHR antag 5, USP2a inh 2% and Chronic BCR inh inconclusive.
`CCOC(=O)N1CCN(C(=O)c2ccc(Cn3c(=S)[nH]c4cc(C(=O)OC)ccc4c3=O)cc2)CC1` gave Tb PFK inh 1%, Eya2 inh 0%, uPA generation -8%, TCR activator 6%, B2AR arrestin 0.0%, PTAP TSG101 blk -4%, ELG1 DNA repair inconclusive, Mito fusion yeast -1%, TSHR antag -1, USP2a inh 2% and Chronic BCR inh inconclusive.
For O=C(O)c1ccccc1C(=O)Nc1cccc([N+](=O)[O-])c1 the results were Tb PFK inh -9%, Eya2 inh -13%, uPA generation -8%, TCR activator 2%, B2AR arrestin -0.4%, PTAP TSG101 blk -2%, ELG1 DNA repair -3%, Mito fusion yeast -4%, TSHR antag 7, USP2a inh 6% and Chronic BCR inh -4%.
For COc1ccc(CNC(=O)CN(C(=O)CCC(=O)Nc2ccccn2)c2ccccc2OC)cc1 the results were Tb PFK inh 5%, Eya2 inh -6%, uPA generation -3%, TCR activator -12%, B2AR arrestin 0.1%, PTAP TSG101 blk -5%, ELG1 DNA repair -2%, Mito fusion yeast -1%, TSHR antag 40, USP2a inh 5% and Chronic BCR inh inconclusive.
For CC(=O)c1ccc(N2CCN(c3ccc(S(=O)(=O)NCCN(C)C)cc3[N+](=O)[O-])CC2)cc1 the results were Tb PFK inh -4%, Eya2 inh -11%, uPA generation -7%, TCR activator -2%, B2AR arrestin -0.2%, PTAP TSG101 blk -5%, ELG1 DNA repair -2%, Mito fusion yeast 4%, TSHR antag -3, USP2a inh 10% and Chronic BCR inh -17%.
